# HUVEC tox IL1B: toxic to HUVEC cells under IL-1B stimulation | HUVEC cell count loss, Hoechst imaging, IL-1B stimulated | cell count reduction, % at 2 µM | 94,000 tested, 0.41% active | AID 845;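 active = cell count reduction more than 3 SD above the screen-wide mean, cut at about 70% in these data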;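 also: normalized per plate to untreated control cells as the no-loss baseline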
# Smad3 FoxH1 inh: inhibitors of human Smad3 transcription factor binding. 88,000 tested, 0.29% active. inhibition, % at 25 µM. TR-FRET Smad3/Dy647-FoxH1 peptide binding, europium anti-His. AID 630. P84022;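 active = compounds that reduce the energy-transfer binding signal between the protein and its labelled peptide by more than half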;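 also: 0% = Smad3 plus labelled peptide maximal FRET and 100% = peptide-only background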
# Target sequence (P84022 whole entry, looked up): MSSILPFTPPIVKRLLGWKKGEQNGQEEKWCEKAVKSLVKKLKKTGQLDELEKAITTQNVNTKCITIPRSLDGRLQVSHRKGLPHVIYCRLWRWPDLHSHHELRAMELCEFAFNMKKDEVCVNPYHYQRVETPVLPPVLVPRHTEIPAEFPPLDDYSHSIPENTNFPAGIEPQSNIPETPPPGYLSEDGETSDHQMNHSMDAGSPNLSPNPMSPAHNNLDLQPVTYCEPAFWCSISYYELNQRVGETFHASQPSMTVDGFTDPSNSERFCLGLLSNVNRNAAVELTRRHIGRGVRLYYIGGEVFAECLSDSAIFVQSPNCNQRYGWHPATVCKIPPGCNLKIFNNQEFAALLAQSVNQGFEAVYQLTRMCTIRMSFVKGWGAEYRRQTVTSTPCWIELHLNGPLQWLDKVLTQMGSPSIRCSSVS
# H69AR growth 86K: growth inhibitors of human H69AR lung tumor cells | 85,000 tested, 6% active | H69AR lung tumor viability, ATP luminescence, 72 h; hits give low values | AID 598 | viability, % at 10 µM;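 active = viability at or below 40%; inactive = viability above 40%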;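 also: multidrug resistant small cell line overexpressing MRP-1 efflux transporter; 100% = mean luminescence of untreated control wells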
# PTK2B oligo ant: antagonists of human Pyk2 oligomerization | Q14289 | Q293 cells, Pyk2 FERM NanoBiT luminescence; hits give low values | z-score (the deposit names both 25 µM and 10 µM) | 99,000 tested, 0.83% active | AID 1347419;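 active = Z-score of -3 or lower, scaled per plate to the spread of control and sample wells; inactive = z-score above -3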;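 also: negative z-score means lost luminescence so less FERM oligomerization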
# F-actin modifier: modifiers of cytoskeleton assembly. HUVEC TNFa F-actin phalloidin imaging, high content. inhibition, % at 2 µM. 91,000 tested, 0.18% active. AID 836;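 active = inhibition above the batch mean plus 3 SD and confirmed as a hit by visual image inspection, cut at about 30% in these data, passing the limit was not always enough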; also: strong numbers were not always called active
# VCAM1 TNFa inh: reduces TNF alpha induced VCAM1 expression in HUVEC. AID 802. HUVEC TNFa-induced VCAM-1 immunofluorescence, high-content imaging. inhibition, % at 2 µM. 95,000 tested, 0.48% active;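 active = inhibition above the batch mean plus 3 SD, with images confirmed as a hit by eye, cut at about 37% in these data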;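 also: 0% = TNF-stimulated DMSO wells and 100% = unstimulated control wells; not every result past the cut was called active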
# HUVEC tox TNFa: HUVEC cytotoxicity counter-screen, TNF alpha stimulated; cell count reduction, % at 2 µM; HUVEC TNFalpha-stimulated, Hoechst cell count, imaging; 93,000 tested, 0.17% active;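 active = cell count reduction exceeding the screen mean by over 5 SD, scaled to untreated wells per plate, cut at about 78% in these data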;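 also: cells counted after 24 h of TNF alpha exposure following the 1 h pretreatment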
# Lung fibro prol: blocks proliferation of human lung fibroblasts. LL 47 human lung fibroblast viability, ATP luminescence; hits give low values. viability, % at 10 µM. 85,000 tested, 1.1% active. AID 719;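 active = viability at or below 50% in the single dose screen; inactive = viability above 50%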;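 also: compound exposure lasted 72 h before the ATP readout; 100% = median luminescence of untreated cell-only wells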
#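 Assay system: human lung fibroblast line LL 47, low passage. Input: 1,150 fibroblasts seeded per well. Times: overnight cell rest, 72 h compound treatment at 37 °C. Evaluation: % viability of median cell-only signal. Technique: luminescent ATP detection, CellTiter-Glo. Control set: cell-only wells, no compound.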
# HUVEC inhibit: inhibitors of human endothelial cell proliferation | HUVEC proliferation, CellTiter-Glo luminescence, 72 h; hits give low values | 86,000 tested, 1.1% active | viability, % at 10 µM (by protocol);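 active = viability at or below 30%; inactive = viability above 30%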;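 also: 100% = median luminescence of DMSO-only cell control wells on each plate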
# Active calls of the source: *; i = inactive; · = no result given; [ ] = remark or other dose.
SMILES,HUVEC tox IL1B,Smad3 FoxH1 inh,H69AR growth 86K,PTK2B oligo ant,F-actin modifier,VCAM1 TNFa inh,HUVEC tox TNFa,Lung fibro prol,HUVEC inhibit
O=C(NCc1ccc2c(c1)OCO2)c1cc2ncc(Br)cn2n1,14,30,99,2.6,18,12,-11,99,100
CCN(CC)C(=O)C1CCCN(Cc2ccccc2C(F)(F)F)C1 (stereo not drawn),·,34[fluorescence artefact?],104,1.4,·,·,·,99,92
COc1ccc(Nc2nc(N3CCCC3)nc3ccccc23)c(OC)c1,-1,3,2.1*,-1.6,6,94*,6,105,32
Cc1cccc(C(=O)Nc2ccc(O)cc2)c1,-6,5,85,0.15,·,·,·,91,76
Cc1nc2cc(-c3cccc(Cl)c3)nn2c(N2CCN(C(=O)c3ccco3)CC2)c1C,·,9,57,·,·,·,·,94,79
CCN(CC)S(=O)(=O)c1ccc(C(=O)NCC(c2cccs2)N2CCOCC2)cc1 (stereo not drawn),-91,·,·,0.49,12,20,-5,·,·
Cc1nn(CCC(=O)NNC(=S)Nc2ccc(F)cc2)c(C)c1[N+](=O)[O-],-22,2,85,0.73,7,8,·,89,88
Cc1ccc(-c2cc(C(=O)N/N=C\c3cnn(C)c3C)c3ccccc3n2)cc1C,-9,·,·,-0.97,11,-2,-20,·,·
CC1(C)C(=O)OC(c2ccccc2)C2(CCCC2)C1=O (stereo not drawn),-36,2,99,-0.33,1,13,-7,98,102
O=C(O)C1CC(=O)N(CCOc2ccccc2)C1 (stereo not drawn),-30,10,88,0.23,-3,-2,-4,96,101
COC(=O)CN(c1ccc(C(C)C)cc1)S(=O)(=O)c1c(C)[nH]c(=O)[nH]c1=O,5,-4,90,·,7,2,-42,104,95
CCCn1c(SCC(=O)Nc2nnc(C(C)C)s2)nc2c1c(=O)n(C)c(=O)n2C,-6,9,74,0.99,2,-11,-13,98,111
CC1(C)C2CCC1(CS(=O)(=O)NCc1ccc(C(=O)O)cc1)C(=O)C2 (stereo not drawn),-7,-2,97,1.6,26,-7,·,96,90
CCNC(=O)NC1(C(=O)Nc2ccc3c(c2)OCCO3)CCCCC1,-12,7,80,0.08,-7,2,2,98,89
CCN(CC)CCCN1C(=O)C(O)=C(C(=O)c2ccc(C)o2)C1c1ccco1 (stereo not drawn),-24,8,92,·,3,-10,-16,101,101

# Full records, quoted from the list:
# CC1(C)C2CCC1(CS(=O)(=O)NCc1ccc(C(=O)O)cc1)C(=O)C2 (stereo not drawn) is entered as HUVEC tox IL1B = -7; Smad3 FoxH1 inh = -2; H69AR growth 86K = 97; PTK2B oligo ant = 1.6; F-actin modifier = 26; VCAM1 TNFa inh = -7; HUVEC tox TNFa = ·; Lung fibro prol = 96; HUVEC inhibit = 90
# Cc1ccc(-c2cc(C(=O)N/N=C\c3cnn(C)c3C)c3ccccc3n2)cc1C is entered as HUVEC tox IL1B = -9; Smad3 FoxH1 inh = ·; H69AR growth 86K = ·; PTK2B oligo ant = -0.97; F-actin modifier = 11; VCAM1 TNFa inh = -2; HUVEC tox TNFa = -20; Lung fibro prol = ·; HUVEC inhibit = ·

# Further entries
SMILES,HUVEC tox IL1B,Smad3 FoxH1 inh,H69AR growth 86K,PTK2B oligo ant,F-actin modifier,VCAM1 TNFa inh,HUVEC tox TNFa,Lung fibro prol,HUVEC inhibit
O=C(CCc1nc2ccccc2[nH]1)Nc1ccc2c(c1)OCCO2,·,4,93,·,·,·,·,97,94
O=C(Nc1ccc(SC(F)F)cc1)c1ccc2nccnc2c1,-3,7,104,-0.56,16,3,-8,104,71
CCOc1ccc(CCNC(=O)CN(C)S(=O)(=O)c2cccc3nsnc23)cc1OCC,-25,4,75,-1.2,-30,-4,-3,105,93
CCC1CCCCN1S(=O)(=O)c1ccc2c(c1)CCN2C(=O)C1CCC1 (stereo not drawn),-18,-4,87,-1.6,14,5,-42,74,100
COc1cccc(NC(=O)c2ccc(NC(C)=O)cc2)c1,1,-3,107,1.3,1,-5,-36,107,102
CN(C)C(=O)N1CCN(C(=O)c2ccco2)CC1,2,-3,103,·,14,-1,-16,100,106
Cc1ccc(-n2[nH]c(C)c(C=Nc3cc(C)ccn3)c2=O)cc1,31,10,52,-0.54,8,16,-14,75,77
Cc1noc(C)c1CSCC(=O)OCC(=O)Nc1sccc1C#N,23,11,93,0.79,-3,-14,-8,91,99
O=C(CS(=O)(=O)c1ccccc1)c1ccc2c(c1)OCCO2,-18,12,89,-1.9,-6,-7,-6,90,83
Cc1ccccc1OCC(O)Cn1c(SC(C)C)nc2c1c(=O)[nH]c(=O)n2C (stereo not drawn),·,0,52,0.51,·,·,·,99,81
CCCCC1CC1C(=O)Nc1ncc2c(n1)CC(C)(C)CC2=O (stereo not drawn),-2,3,91,0.02,-13,-6,-17,97,94
CCn1cc(C(=O)NCC(=O)OC)c2cc(OC)c(OC)cc2c1=O,-41,-13,85,-0.2,·,10,-31,93,102
COCCOC(=O)c1c(C)oc2ccc(O)c(CN3CCC(C)CC3)c12,·,-4,87,2.5,·,·,·,95,92
O=C1c2cccnc2C(=O)N1c1cccc(-c2nc3ccccc3o2)c1,-6,-10,95,0.72,-28,-13,2,104,95
Fc1ccc(C2NCCn3cccc32)cc1 (stereo not drawn),9,-14[fluorescence artefact?],96,-0.04,-22,-3,-9,101,98
CCSc1nnc(NC(NC(=O)c2ccco2)(C(F)(F)F)C(F)(F)F)s1,-2,11,105,-0.4,4,-6,-14,111,100
O=c1oc2c3c4c(cc2c(C(F)(F)F)c1CCN1CCOCC1)CCCN4CCC3,-10,2,67,-0.48,18,10,-17,89,59
CC1(C)CC(=O)c2cc(C(=O)NCc3ccco3)c(=O)n(-c3ccccc3)c2C1,8,4,30*,-0.09,4,24,-4,94,78
COc1ccc(NC(=S)N/C(=N/CS(=O)(=O)c2ccccc2)c2ccccc2)cc1,2,4,96,0.26,-1,0,-26,93,94
O=C(CSc1nc2cc(Cl)ccc2o1)N1CCOCC1,-18,1,96,0.74,0,30,3,97,92
CCOC(=O)c1ccc(NC(=O)CSc2nnc(-c3cccs3)n2CC)cc1,-3,i,91,-1.2,9,2,-7,92,75
CCOCCOC(=O)C1=C(C)N(C)C(=O)NC1c1cc(Cl)c(O)c(OC)c1 (stereo not drawn),-44,3,106,0.03,-23,3,-11,106,97
CCn1c(=O)n(CC)c2cc(S(=O)(=O)N3CCCCC3)c(C)cc21,3,17[fluorescence artefact?],88,-0.44,2,-13,9,97,89
CC(C)C(CCN1C(=O)CCC1=O)C1CCOC(C)(C)C1 (stereo not drawn),24,-5,93,0.8,-7,5,2,95,92
CCCC(=O)C1CCN(Cc2ccccc2)CC1,-27,-2,93,0.26,10,-19,-13,108,109
NC(=O)c1ccccc1NS(=O)(=O)Cc1ccc(Cl)cc1,-40,-3,100,0.59,3,-8,-4,102,107
CCc1c(C)nc2ncnn2c1Nc1ccc(C(C)=O)cc1,10,1,81,1.8,8,-6,0,108,91
Nc1nonc1OCCc1ccccc1,-10,-8,84,-2.1,12,5,-34,107,105
COc1ccccc1CN1CCN(S(=O)(=O)c2ccccc2)CC1,-9,5,85,-2.1,-2,3,8,98,98
CCC1(C)Cc2c(sc3nc(SC)nc(NCCN(C)C)c23)CO1 (stereo not drawn),-45,·,·,0.96,-3,4,10,·,·
CCn1c(SCC(=O)NCc2ccco2)nc2c1c(=O)n(C)c(=O)n2C,-7,6,79,1.3,5,0,-38,104,98
Cc1nc2nc(-c3ccc(Cl)cc3)[nH]n2c(=O)c1Cc1ccccc1,-15,-21,96,-1.7,1,-3,-5,108,83
O=C(Cn1ccc2ccccc2c1=O)NCCC(=O)N1CCN(C(=O)c2ccco2)CC1,6,4,105,0.12,-17,11,0,97,108
CCOc1cc(C2C(C(=O)c3ccc(C)o3)=C(O)C(=O)N2CCc2ccccc2)ccc1O (stereo not drawn),-27,10,100,0.83,-21,-2,-3,111,94
O=C(Nc1ccc(S(=O)(=O)N2CCCCC2)cc1)c1cnccn1,0,8,93,-1,44,-3,-13,93,104
O=C(CN1C(=O)CSC1=O)N1CCc2ccccc2C1,-16,-7,89,1.4,-4,-27,12,99,95
CCCCOC(=O)c1ccc(NS(=O)(=O)c2cc(-c3nnnn3CC)ccc2OC)cc1,-13,7,58,-0.94,34,0,-9,98,89
COc1cc(C(=O)N2CCN(C(=O)c3ccco3)CC2)cc(OC)c1OC,-17,8,87,0.24,8,13,-16,86,83
CCCOC(=O)c1ccc(NC(=O)c2cc(OC)c(OC)c(OC)c2Br)cc1,-5,·,·,-2,30,14,-26,·,·
COc1ccc(NC(=O)CN2C(=O)c3cccc4cccc2c34)c(OC)c1,-9,0,98,-0.61,-8,-4,-2,97,94
Cc1cccc(OCc2nnc(N)s2)c1C,19,·,·,-0.13,26,-8,-17,·,·
Cc1nc(S(=O)(=O)c2ccc(Cl)cc2Cl)nc2c1CCC2,-32,·,·,-0.83,-16,7,2,·,·
COc1ccc(Nc2nc(N)nc(CSc3nccc(C)n3)n2)cc1,-69,-2,101,-0.76,-5,4,-10,106,102
O=S(=O)(c1cccc2cccnc12)N(CCO)CCO,11,6,100,·,11,14,-28,104,104
Cc1ccc(S(=O)(=O)N2CCCC(C(=O)NC3=NCCS3)C2)cc1 (stereo not drawn),-16,·,·,0.49,-17,22,-4,·,·
c1ccc(Cn2nnc3c(NCCN4CCOCC4)ncnc32)cc1,35,-10,70,0.38,36,-1,-8,91,93
CC1(C)C2CCC13CS(=O)(=O)N[C@@H]3C2 (stereo partly drawn),-12,3,98,0.22,-5,17,-2,99,97
Oc1cccc(/C=N/c2c(-c3ccco3)nc3ccccn23)c1,1,·,·,-0.15,26,4,9,·,·
COC(=O)c1coc(-c2ccc(OC)cc2)c1C(=O)OC,-81,7,103,-0.5,-6,7,-28,105,108
CCOc1ccc(C(C)(C)C)cc1S(=O)(=O)n1nc(C)cc1C,20,-2,59,0.01,-10,-5,5,90,101
COC(=O)NC(Nc1sc2c(c1C(N)=O)CCCC2)(C(=O)OC)C(F)(F)F (stereo not drawn),·,9,64,-0.28,·,·,·,96,100
COc1ccc(CN2CCn3ncc(C(=O)Nc4cccc(C)c4)c3C2=O)cc1,-25,6,99,-0.84,4,0,-9,109,91
COC(=O)C(Cc1ccc(OC(=O)c2ccc(C)cc2)cc1)N1Cc2ccccc2C1=O (stereo not drawn),-6,·,·,1.4,-39,0,-1,·,·
Cc1cnc(C(=O)Nc2ccc(F)cc2)cn1,2,0,97,2.3,29,-3,-6,103,95
CCc1c(C)c2cc(Cl)c(O)c(CN3CCCCC3)c2oc1=O,-19,6,91,1.1,5,19,-24,91,92
CCOC(=O)C(C)Sc1nnc(-c2ccccc2O)n1Cc1ccccc1 (stereo not drawn),33,-1,90,-0.82,-1,-17,-27,92,94
Clc1ccc(OCCn2ccnc2)c(Cl)c1,29,6[fluorescence artefact?],99,-0.39,-2,13,0,92,69
O=c1cc(CN2CCN(CCO)CC2)c2cc3c(cc2o1)CCC3,12,15,102,0.58,8,·,·,100,93
Cc1cc2cc(CNC(=O)c3ccc4c(c3)OCO4)ccc2[nH]1,-39,5,80,1,-5,3,6,95,98
O=C(CC1CCS(=O)(=O)C1)NC1CCCCC1 (stereo not drawn),-27,·,·,0.65,5,-25,-40,·,·
CCCCCOc1ccc(CSC(=N)N)cc1[N+](=O)[O-],1,·,·,-1.2,-61,14,2,·,·
Cc1ccccc1OCC(O)Cn1c(NCc2ccccc2)nc2c1c(=O)[nH]c(=O)n2C (stereo not drawn),-13,0,45,0.28,-13,-1,14,96,67

# Some of the compounds tested; count on the stated rates, not on these rows.
